phage Ecoli inh – E. coli growth loss with phage present; growth absorbance; inhibition, % at 11.9 µM; actives 0.26% (n = 360,000); AID 651602; in the data active means inhibition above about 11%
The depositor's hits bear a star. Some of the compounds tested, so the mix of outcomes need not match the whole.

SMILES | phage Ecoli inh
CCNC(=O)C1(C)CCCN(Cc2ccc(-n3ccnc3)cc2)C1 (centres undefined) | 3.3
CCOC(=O)N(C)c1c(CC)nc2c(OCc3cc(Cl)cc(Cl)c3)cccn12 | 2.5
Cc1cccc(CN2CCN(C3CN(Cc4cn(Cc5ccc(F)cc5)nn4)S(=O)(=O)C3)CC2)c1 (centres undefined) | 2.2
CCCCCCCCN1C(=O)[C@@H](CC(=O)NCCCOCCCC)C[C@@]2(C(=O)OC)C1=C[C@H](C1CCCC1)O[C@@H]2C | 3.0
CN(C)c1ncnc2c1ncn2[C@H]1CN(Cc2ccc(F)cc2)C[C@@H](CO)O1 | 2.5
CCOC1=C2CN(S(=O)(=O)c3ccc(C)cc3)[C@H](c3cccc(Cl)c3)C[C@@H]2N(S(=O)(=O)c2ccccc2[N+](=O)[O-])[C@H](c2ccccc2)C1 | 3.2
CCc1nc2c(OCc3ccc(C(=O)N(C)C)cc3)cccn2c1N(C=O)Cc1ccccc1 | -0.4
Cc1ccc2oc(Nc3nc(-c4ccccc4)cc(=O)[nH]3)nc2c1 | 0.3
CCC(C(=O)NC(C)(C)C)n1c(-c2ccc(C)cc2)nc2ccccc21 (centres undefined) | 0.4
CCOc1ccccc1NC(=O)C1CCCN1S(=O)(=O)c1ccc2c(c1)C(C)(C)C(=O)N2C (centres undefined) | 2.7
COc1cccc(-c2cnc(C(O)c3ccc(Cl)cc3C)[nH]2)c1 (centres undefined) | 3.2
COc1ccc2nc(C(c3ccc(C)cc3)n3c(-c4ccccc4Br)nc4ccccc43)[nH]c2c1 (centres undefined) | 3.1
NC(Cc1ccc(C(F)(F)F)cc1)c1csc(Nc2ncccn2)n1 (centres undefined) | 3.2
COc1cc(N(C)C)ccc1[C@]1(O)C(=O)N(C)c2ccc(Br)cc21 | 1.4
CC(C)(C)c1cc(NC(=O)C2(C)CCN2C(=O)C2(c3ccccc3)CC2)no1 (centres undefined) | 4.4
O=S1(=O)CCC(N(N=Cc2ccco2)c2ccccc2)C1 (centres undefined) | 4.6
CC1(Cc2ccc(F)c(Cl)c2)C(=O)Nc2c(Cl)cccc21 (centres undefined) | 2.0
COc1ccc(Cl)cc1CC1(C)C(=O)Nc2c(Cl)cccc21 (centres undefined) | 1.4
CC(=O)Nc1ccc(CN2C(=O)C(C)(C)ON=C2c2ccc(C(F)(F)F)cc2)cc1 | 3.2
COC(=O)[C@]12CCCCC=C1N(Cc1cccc3ccccc13)C(=O)[C@H](CC(=O)N1CCC(c3ccccc3)CC1)C2 | 2.0
C=CCN=C1NC(c2cccc(Cl)c2)C(C(=O)OC)=C(C)N1Cc1ccc(C(F)(F)F)cc1 (centres undefined) | 1.8
O=C(c1ccco1)N1CCN(C(=O)c2ccco2)CC1 | 0.5
COc1ccccc1CCn1cnc(-c2cccc(Br)c2)c1C(C)C | -4.3
Cn1c(=O)c2cc(NC(=O)NCc3ccccc3)ccc2n1Cc1ccc(Cl)cc1 | 4.7
O=C1c2ccccc2C(c2nc3ccccc3[nH]2)N1c1ccccc1 (centres undefined) | 2.4
Next results:
SMILES | phage Ecoli inh
COC(=O)C1=C(C)N(Cc2ccc(C(F)(F)F)cc2)C(=NCc2ccccc2)NC1c1ccccc1 (centres undefined) | 4.4
O=C(NCC1CCN(C(=O)C(=O)c2cc3ccccc3o2)CC1)c1ccncc1 | 2.6
CCOC(=O)C1(C)CCN1C(=O)c1ccccc1OC(F)(F)F (centres undefined) | 3.6
CC1(C)OC(=O)C2=C(CC(CCc3ccccc3)OC2c2ccc(Cl)cc2)O1 (centres undefined) | 0.6
CC1OC(COCc2ccccc2)Cc2[nH][nH]c(=O)c21 (centres undefined) | 0.9
COC(=O)c1cc2c(c3c4ccccc4n(S(=O)(=O)c4ccccc4)c13)C(=O)N(Cc1ccc(C(F)(F)F)cc1)C2 | 0.2
OC[C@@H]1CN(Cc2ccc(Cl)cc2)C[C@H](n2cnc3c(N4CCN(c5ccccc5)CC4)ncnc32)O1 | 0.2
O=C(NCc1cc(Cl)cc(Cl)c1)c1ccc2sc([C@H]3C[C@H](O)[C@@H](CO)O3)nc2c1 | 4.2
COC(=O)/C=C1\OC(C)c2ccccc21 (centres undefined) | 1.7
COc1ccc(C(O)c2ncc(-c3ccccc3OC)[nH]2)cc1F (centres undefined) | 2.5
C[C@H](CO)N1C[C@H](C)[C@@H](CN(C)Cc2ccc(C(=O)O)cc2)OCCCC[C@H](C)Oc2ccc(NC(=O)CCC(F)(F)F)cc2C1=O | 2.5
CCc1nc2ccc(C(=O)NCCN(C)C)cn2c1N(CC)CCOC | 2.8
CCCCNC(=O)C1(C)CCN1C(=O)c1cncc(Br)c1 (centres undefined) | 1.8
Cc1ccc(S(=O)(=O)N2C[C@H]3C(=O)C[C@@H](c4ccccc4)N(S(=O)(=O)c4cccc(C)c4)[C@H]3C[C@H]2c2ccccc2)cc1 | 1.8
COC(=O)C1=CN(c2ccc(Oc3ccccc3)cc2)C(N)=C(C#N)C1c1ccccc1 (centres undefined) | -2.3
COc1ccc(-c2cc(CNc3nc4cc(-c5ccccc5C)sc4c(=O)n3C)on2)cc1 | -1.0
OC(c1ccc(Cl)c(F)c1)c1ncc(-c2cccc(C(F)(F)F)c2)[nH]1 (centres undefined) | 3.6
O=C1NC[C@H](Cc2ccc(O)cc2)N(C[C@@H]2CCCN2C[C@H](Cc2ccccc2)N2C[C@H](Cc3ccc(O)cc3)N(CC3CCCCCC3)C(=O)C2=O)C1=O | 4.7
CC(=O)NC(c1cccc(F)c1)c1nc(-c2cccc(F)c2)cs1 (centres undefined) | 2.9
CC(C)NC(=O)C1(C)CN(S(C)(=O)=O)CC(=O)N1CCc1ccccc1F (centres undefined) | 1.3
Nc1[nH]c(C(=O)c2ccccc2)c(-c2ccc(Br)cc2)c1C(=O)c1cccs1 | -0.1
O=C(NC1CCCCC1)c1nc(-c2c(F)cccc2F)oc1-c1ccccc1 | -2.5
Cc1ccccc1S(=O)(=O)N1CCCc2nc(C)c(C)cc21 | 1.9
CC(C)C[C@H]1COc2ccc(Cl)cc2S(=O)(=O)N1 | 2.6
CN(C)c1ccc(C(=O)N2CCC2(C)C(=O)O)cc1 (centres undefined) | -0.8
Further results.
SMILES | phage Ecoli inh
COCCCNC(=O)c1cccc2c(-c3cccc(C(N)=O)c3)coc12 | 1.3
Cc1ccc(NC(=O)c2ccc(-c3cc(Cl)ccc3Cl)o2)c(C)c1 | 3.7
Cc1[nH]nc2c1C(c1ccc(Br)cc1)NC2=O (centres undefined) | 2.9
O=C(NCCO)c1cccc(-c2cccc3nncn23)c1 | 3.1
COCCNc1ncnc2c1ncn2[C@H]1CN(Cc2ccc3c(c2)OCO3)C[C@@H](CO)O1 | 4.0
C[C@@H]1CN([C@@H](C)CO)C(=O)CCCn2cc(nn2)CO[C@H]1CN(C)C(=O)Nc1cccc(Oc2ccccn2)c1 | 2.6
COCCCN1C(=O)C(CC(=O)NCc2cccc3ccccc23)CC(C(=O)N(C(C)C)C(C)C)=C1C (centres undefined) | -2.8
CCCc1nc2c(C)cc(Br)cn2c1Cc1cccc(Cl)c1 | 1.7
COc1ccc(C(C)(O)c2nc(-c3cccc(C(F)(F)F)c3)cs2)cc1 (centres undefined) | 0.9
CC(=O)C1=CCC(c2ccc(Br)cc2)N(S(=O)(=O)c2ccc(C)cc2)C1 (centres undefined) | 3.1
COc1ccc(NC(=O)c2cc(C3CCCCN3C(=O)c3ccc4c(c3)CCO4)on2)c(C)c1 (centres undefined) | -2.2
CC(C)C[C@H]1CN([C@@H](CC(C)C)CN2CCCC2CN2C(=S)NC[C@@H]2Cc2ccccc2)C(=S)N1CC1CCCCC1 (some centres undefined) | 1.7
O=C(NC(c1ccccc1)c1ccc2ccccc2n1)C1CCN(Cc2cccc(C(F)(F)F)c2)CC1 (centres undefined) | 3.1
FC(F)(F)c1cc(Cc2nc3ccccc3n2C(CCc2ccccc2)c2nc3ccccc3[nH]2)cc(C(F)(F)F)c1 (centres undefined) | 2.8
O=C(NCC1CCN(C(=O)C(=O)c2cc3ccccc3o2)CC1)c1cccnc1 | 2.7
O=C(NCC[C@H]1CC[C@H](NS(=O)(=O)c2ccccc2F)[C@@H](CO)O1)c1ccc(F)cc1 | 2.4
O=C1N[C@@H](Cc2ccccc2)C(=O)N2[C@H]1CSCCS2(=O)=O | 3.8
C[C@H]1CN([C@@H](C)CO)C(=O)CCCn2nncc2CO[C@H]1CN(C)C(=O)Nc1cccc2ccccc12 | -1.1
Nc1ccn([C@@H]2O[C@H](C(=O)N[C@H]3CCCCNC3=O)[C@@H](O)[C@H]2O)c(=O)n1 | 1.7
O=C(NCc1ccncc1)[C@@H]1CCCN1C(=O)[C@H]1CCCN1C(=O)c1c(F)cccc1F | 2.4
CCNC(=O)C1(C)CCCN(Cc2noc(-c3c(C)noc3C)n2)C1 (centres undefined) | 0.1
COCCCNc1ccn2nc(-c3ccc(Cl)cc3)cc2n1 | 2.6
Cn1cc([C@]2(O)C(=O)Nc3ccccc32)c2ccccc21 | 0.9
CC1(C(=O)Nc2cccc3ncccc23)CCN1C(=O)C1(c2ccccc2)CC1 (centres undefined) | 4.4
COc1cccc(C(C)(O)c2nc(-c3cnn(C)c3)cs2)c1 (centres undefined) | 0.9
The list continues:
SMILES | phage Ecoli inh
CCN(C)C1CN(Cc2cn(Cc3ccc(F)cc3)nn2)S(=O)(=O)C1 (centres undefined) | 3.3
CCCCN(C=O)c1c(CC)nc2ccc(C(=O)N3CCN(c4ccccc4)CC3)cn12 | 3.2
CCOC(=O)c1[nH]c2ccc(OC)cc2c1NC(=O)C(C)N1CCSCC1 (centres undefined) | 1.6
CCOc1ccc(Cl)cc1-c1cc(C(=O)Nc2ccc(Br)cc2)[nH]n1 | 1.8
[O-][n+]1ccccc1C(O)CSc1ccccc1 (centres undefined) | 1.9
O=C(NCc1cccc(C(F)(F)F)c1)c1ccc2nc([C@@H]3O[C@H](CO)[C@@H](O)[C@H]3O)[nH]c2c1 | 2.3
COc1cc(C(O)c2nc(-c3cccs3)cs2)ccc1F (centres undefined) | 2.6
CCC(=O)N1Cc2cc(C(=O)N(C)C)nc(-c3cccc(-c4cncnc4)c3)c2[C@@H]1CCO | 1.8
CN(C)c1cccc(CNC(=O)c2csc([C@H]3C[C@H](O)[C@@H](CO)O3)n2)c1 | 3.2
C=Cc1ccc(Cn2c(C)c(C(=O)NCc3ccc4c(c3)OCCO4)sc2=O)cc1 | 2.1
CC(C)NC(=O)c1cc(C2CCCCN2S(=O)(=O)c2ccc(C#N)cc2)on1 (centres undefined) | 2.6
COC(=O)c1c(-c2ccc(OC)cc2)c2c(c3c4cc(OC)ccc4n(S(=O)(=O)c4ccc(F)cc4)c13)C(=O)N(C)C2 | 2.2
COc1cccc(-c2csc(Nc3ccc(Oc4ccccc4)cc3)n2)c1 | -3.1
COc1ccc(C(=O)c2[nH]c(N)c(C(N)=O)c2-c2ccc(OC)c(OC)c2)cc1 | 1.7
CSCCC(C(=O)NC1CCCC1)n1c(C2CC2)nc2ccccc21 (centres undefined) | 3.5
C=CCCC1CN(CC=C)S(=O)(=O)c2c(F)cccc2O1 (centres undefined) | 3.4
CCNC(=O)C1(C)CCCN(CC(=O)c2ccccc2OC)C1 (centres undefined) | 2.1
COC(=O)CC#C[C@H](C)[C@@H](NS(C)(=O)=O)C(C)(C)COCc1ccccc1 | 5.9
O=S(=O)(c1ccc(C(F)(F)F)cc1)N1CCCc2nc(-c3ccc(F)cc3)ccc21 | 2.7
COc1ccc(CNC(=O)Nc2ccc3c(c2)c(=O)n(C)n3Cc2cccc(C(F)(F)F)c2)cc1 | 1.6
OC(c1ccccc1)c1nc(/C=C/c2ccccc2)cs1 (centres undefined) | 3.4
c1ccc(CNc2c(C3CCNCC3)nc3scc(-c4ccccc4)n23)cc1 | 4.2
CC(=O)N1CCC(c2nc3ccccc3n2C(C)C(=O)NCc2ccccc2)CC1 (centres undefined) | 1.3
Cc1c(COc2ccc3ccccc3c2)nnn1CC(=O)NS(=O)(=O)c1ccccc1C(F)(F)F | 2.4
Cc1cc(Br)cn2c(Cc3ccccc3)c(C3CCCCC3)nc12 | 4.5

Five entries from above, sorted by formula weight, high to low.
SMILES | phage Ecoli inh
COCCNc1ncnc2c1ncn2[C@H]1CN(Cc2ccc3c(c2)OCO3)C[C@@H](CO)O1 | 4.0
CC(C)(C)c1cc(NC(=O)C2(C)CCN2C(=O)C2(c3ccccc3)CC2)no1 (centres undefined) | 4.4
CN(C)c1cccc(CNC(=O)c2csc([C@H]3C[C@H](O)[C@@H](CO)O3)n2)c1 | 3.2
COc1cccc(-c2csc(Nc3ccc(Oc4ccccc4)cc3)n2)c1 | -3.1
[O-][n+]1ccccc1C(O)CSc1ccccc1 (centres undefined) | 1.9

Carrying on:
SMILES | phage Ecoli inh
O=C(NCCN1CCC(n2c(=O)[nH]c3ccccc32)CC1)c1ccc(F)cc1Cl | 2.0
CN1C(=O)CN2CCc3ccccc3C2c2cc(Cl)ccc21 (centres undefined) | 3.7
C#Cc1ccc(NC(=O)C2(C)CCN2C(=O)Cc2ccc(C(C)(C)C)cc2)cc1 (centres undefined) | -0.7
NC(COCc1ccccc1)c1csc(Nc2ccc(S(N)(=O)=O)cc2)n1 (centres undefined) | 2.9
N#Cc1ccc(-c2nc3ccc(Cl)cn3c2Cc2ccccc2)cc1 | 3.4
NC(COCc1ccccc1)c1csc(Nc2ccc(C(F)(F)F)cn2)n1 (centres undefined) | -1.2
COC(=O)c1ccc2nc(C3CCCCC3)c(Cc3ccccc3)n2c1 | 3.2

Part of the list above, as labelled records:
> C#Cc1ccc(NC(=O)C2(C)CCN2C(=O)Cc2ccc(C(C)(C)C)cc2)cc1 (centres undefined)
  phage Ecoli inh = -0.7

> CN1C(=O)CN2CCc3ccccc3C2c2cc(Cl)ccc21 (centres undefined)
  phage Ecoli inh = 3.7

> COC(=O)c1ccc2nc(C3CCCCC3)c(Cc3ccccc3)n2c1
  phage Ecoli inh = 3.2

> N#Cc1ccc(-c2nc3ccc(Cl)cn3c2Cc2ccccc2)cc1
  phage Ecoli inh = 3.4

Screening data deposited in PubChem BioAssay by The Scripps Research Institute Molecular Screening Center.
